Assay outcomes from PubChem.
EPAC2 antag – qHTS for Antagonist of cAMP-regulated guanine nucleotide exchange factor 2 (EPAC2): primary screen; EPAC2 GEF exchange of Rap1B-BODIPY-GDP, fluorescence; Potency, µM (top dose mostly 114 µM), inactives show top-dose activity, negative = inhibition, hits mostly inhibitors; 360,000 tested, 0.18% active; also: potency is read from the fitted curve at half-maximal effect; % is scaled to controls: 0 for no effect and ±100 for the full control effect; nearly all actives have a fitted effect of over 45% in size; many of its hits are not listed in these tables
Target sequence (Q8WZA2 whole entry, looked up): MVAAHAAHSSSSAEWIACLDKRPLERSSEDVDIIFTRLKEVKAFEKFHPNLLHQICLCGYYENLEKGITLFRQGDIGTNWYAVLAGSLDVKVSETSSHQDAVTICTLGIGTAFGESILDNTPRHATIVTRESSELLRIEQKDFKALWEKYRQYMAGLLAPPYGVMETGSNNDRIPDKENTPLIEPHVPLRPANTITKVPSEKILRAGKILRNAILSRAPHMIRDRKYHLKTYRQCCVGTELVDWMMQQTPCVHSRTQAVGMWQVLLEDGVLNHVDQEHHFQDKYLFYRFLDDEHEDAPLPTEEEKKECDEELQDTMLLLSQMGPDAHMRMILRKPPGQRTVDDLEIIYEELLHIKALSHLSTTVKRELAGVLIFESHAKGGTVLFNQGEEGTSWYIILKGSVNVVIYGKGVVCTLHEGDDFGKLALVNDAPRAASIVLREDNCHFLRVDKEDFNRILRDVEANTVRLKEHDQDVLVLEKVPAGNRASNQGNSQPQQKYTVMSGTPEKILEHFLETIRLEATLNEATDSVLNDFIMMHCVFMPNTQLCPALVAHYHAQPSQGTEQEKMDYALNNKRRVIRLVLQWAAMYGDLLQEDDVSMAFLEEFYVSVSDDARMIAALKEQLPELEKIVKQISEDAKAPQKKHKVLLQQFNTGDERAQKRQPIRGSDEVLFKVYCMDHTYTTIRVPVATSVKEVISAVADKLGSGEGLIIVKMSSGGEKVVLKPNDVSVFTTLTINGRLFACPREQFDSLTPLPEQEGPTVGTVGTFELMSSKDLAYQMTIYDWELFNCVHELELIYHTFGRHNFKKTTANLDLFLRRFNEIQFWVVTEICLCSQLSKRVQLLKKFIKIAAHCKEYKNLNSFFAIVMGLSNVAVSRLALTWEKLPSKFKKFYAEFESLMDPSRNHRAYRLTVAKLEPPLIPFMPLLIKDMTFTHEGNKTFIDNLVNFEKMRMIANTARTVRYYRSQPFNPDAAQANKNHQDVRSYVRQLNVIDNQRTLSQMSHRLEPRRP
MmCpn inh – Inhibitors of TCP-1 ring complex (TRiC) of Methanococcus maripaludis (MmCpn): qHTS; Chaperonin Mm-Cpn (Methanococcus maripaludis); purified Mm-Cpn ATPase, ADP Transcreener TR-FRET; Potency, µM (highest dose often 76.9 µM), for inactives: at the top dose activity, negative = inhibition, usual class: inhibitors; 330,000 tested, 0.031% active; also: potency is read from the fitted curve at half-maximal effect; % is scaled to controls: 0 for no effect and ±100 for the full control effect; nearly all actives have a fitted effect of over 80% in size
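Purified archaeal chaperonin (25 nM final) was preincubated with compound for 10 min at 37°C, then ATP (10 uM final) was added for 30 min at 37°C in Tris pH 7.4/KCl/MgCl2/DTT buffer. ADP was quantified by HTRF Transcreener TR-FRET.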
EPAC2 ag – qHTS for Agonist of cAMP-regulated guanine nucleotide exchange factor 4 (EPAC2): primary screen; Rap guanine nucleotide exchange factor 4 (Homo sapiens), Q8WZA2; EPAC2 activation, biochemical qHTS; response scale: 100% = 6.5 mM cAMP response; Potency, µM (titrated, usually from 154 µM), for the others: top-dose activation, usual class: activators; 360,000 tested, 0.079% active; also: potency is read from the fitted curve at half-maximal effect; nearly all actives have a fitted effect of over 50% in size
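Guanine nucleotide exchange by EPAC2 is measured as reduced fluorescence of BODIPY-GDP once it is released from 250 nM Rap1B. Plates are read kinetically for 30 min at room temperature; results are scaled to 6.5 mM cAMP.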
D3 ag – qHTS of D3 Dopamine Receptor Agonist: qHTS | D(3) dopamine receptor (Homo sapiens), P35462 | D3R DiscoveRx beta-arrestin cells, luminescence, 90 min | max activation, % | 410,000 tested, 0.58% active | AID 652048, 2013; in the data active = max activation above about 30%; also: 0% is about no effect; mostly tested at two doses, the higher about 12 µM
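Cells at 1500/well, incubated overnight, then treated with pinned compounds (dopamine as control) for 90 min at 37 degrees C. DiscoveRx reagent added for 30 - 60 minutes at room temperature; luminescence read.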
Akt phos inh – HTS Assay for Inhibitors of Akt Phophorylation: Primary Screen. 360,000 tested, 0.32% active. Neuro2A IGF-stimulated pAkt S473 HTRF, 20 min; hits give low values. AID 651550, 2012. activity change, % for hits at 50 µM; in the data active = activity change below about -80%; inconclusive = mostly about -51% to -80%; also: % is scaled to controls: 0 for no effect and ±100 for the full control effect
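Neuro2A cells in DMEM with 0.5% FBS, overnight at 37 deg C, given compound at single 50 µM final, then IGF (6 nM final) for 20 min at 37 deg C. Lysed; phospho-Akt Ser473 by HTRF after 24 h, 665/615 ratio.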
PTHR1 agonist – qHTS for PTHR1 Agonists: Primary Screen. Parathyroid hormone/parathyroid hormone-related peptide receptor (Homo sapiens), Q03431. HEK293 GP2 PTHR1 cells, GloSensor cAMP luminescence, 1 h. Potency, µM (titrated, usually from 115 µM), inactives show at the highest dose activation, most hits filed as activators. 410,000 tested, 0.075% active. AID 743266, 2014; also: potency is read from the fitted curve at half-maximal effect; nearly all actives have a fitted effect of over 55% in size; some results filed as inactive show a strong effect at the top dose; inactives centre near -15; many of its hits are not listed in these tables
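HEK-293-derived GP2 cells expressing PTHR1 and a GloSensor cAMP reporter, 3,000/well, plated overnight, given luciferin plus IBMX (each 0.5 mM as added) for 1 h at 37 °C, then compound for 1 h at 37 °C. Luminescence was read after 15 min at room temperature.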
D3 antag – qHTS of D3 Dopamine Receptor Antagonist: qHTS; D(3) dopamine receptor (Homo sapiens), P35462; D3R cells, DiscoveRx beta-arrestin luminescence, antagonist mode; hits give low values; max response, negative = inhibition, %; 360,000 tested, 2.5% active; in the data active = max response below about -50%; inconclusive = no clear call, values can overlap the other calls; also: % is scaled to controls: 0 for no effect and ±100 for the full control effect; mostly tested at two doses, the higher about 12 µM
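Cells expressing the human receptor were seeded at 1500 cells/well, incubated overnight at 37 degrees C in 5% CO2, then exposed to library compounds with dopamine controls for 90 minutes at 37 degrees C before luminescent detection.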
CCT modulator – High-Throughput Screening for Modulators of Cytosolic Chaperonin Activity. purified chaperonin ATPase assay, HTRF ADP detection, 30 min. activity change, % (no concentration beside the values), hits read low. 360,000 tested, 0.3% active; in the data active = activity change below about -30%; also: % is scaled to controls: 0 for no effect and ±100 for the full control effect
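Nucleotide hydrolysis assay: TRiC at 20–40 nM final (set by batch activity) with 10 uM ATP, 30 min at 37 °C, in presence of 76 uM compound. Detection by competitive ADP HTRF, 30 min ambient.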
The depositor's hits bear a star; i = inactive; ? = inconclusive; nt = not tested or not shown; [ ] = another dose, or the depositor's remark. Unless noted, calls follow the shape of the dose curve; as a rule, active = well fitted curve in the direction sought with a large enough effect; inconclusive = small, poorly fitted or top-dose-only effect, or another doubt; inactive = no such curve, though single readings can be large; an effect the other way counts as inactive or inconclusive.

SMILES | EPAC2 antag | MmCpn inh | EPAC2 ag | D3 ag | Akt phos inh | PTHR1 agonist | D3 antag | CCT modulator
CC(C)=CCCC(C)c1cc(C(=O)NCCc2ccc(O)cc2)c(N)s1 (configuration not stated) | -13.8% | nt | -1.6% | -2.0 | i | -31.3% | -17.7 | nt
Cc1cc(SCC(=O)N/N=C/c2ccc(O)cc2O)c(C)cc1Br | 1.0%[57.1 µM] | 2.0% | 25.8% | 10.2 | i | -15.7%[57.5 µM] | 26.8 | 0.2
Cc1c(NC(=O)CSc2ccc(Cl)cc2)cccc1-c1nc2ncccc2o1 | 9.5% | ? | -1.1% | 4.5 | nt | -15.2%[57.5 µM] | -11.7 | 1.6
NC(=O)C1(Nc2ccc(Cl)cc2)CCCC1 | -9.2% | nt | 6.5% | -0.4 | i | -0.2% | 3.9 | 0.5
COc1ccccc1CNC(=S)NCc1ccc(Cl)cc1 | -0.8% | 0.6% | 18.7% | -7.3 | i | i | -2.5 | -0.5
O=C(O)c1ccc(NS(=O)(=O)Cc2ccc(Cl)c(Cl)c2)cc1 | 7.8% | nt | 1.3% | 4.4 | i | i | 5.2 | -2.0
NS(=O)(=O)c1ccc(N2CCN(C(=O)c3ccco3)CC2)nc1 | 7.2% | 0.9% | 3.1% | 6.6 | i | i | 1.3 | -1.7
Cc1ccc(Cl)cc1NC(=S)N(Cc1ccco1)C(C)c1cccs1 (configuration not stated) | 2.1% | -15.6% | 6.7% | -1.6 | i | -41.6%[inhibitor] | -8.6 | -0.9
Cc1ccc(C(=O)CSc2nn3c(=O)c(C(C)(C)C)nnc3s2)cc1 | 9.3% | -13.4% | -5.7% | -7.2 | i | i | 6.9 | 3.5
COCCn1c(SCC(=O)Nc2ccccc2)nc2c(oc3ccccc32)c1=O | -0.6% | -0.9% | -1.3% | 2.6 | i | i | 2.7 | 0.0
COc1ccc(S(=O)(=O)N2CC3CCCN3c3cc(C(F)(F)F)ccc32)cc1 (configuration not stated) | -9.0% | -1.9% | 7.8% | -3.9 | i | i | 1.3 | -18.7
COc1ccccc1Cc1c(-c2ccc(OC)c(OC)c2)nc2c(C)cc(Br)cn12 | -17.7% | nt | 3.1% | 22.7 | i | -16.5% | 5.8 | 1.0
Nc1ncnc2c1ncn2[C@@H]1O[C@H](CNCC(O)CO)[C@@H](O)[C@H]1O (some centres not stated) | 5.6% | -1.1% | 4.3% | -10.8 | i | i | 6.0 | -1.6
CC(C)n1ncc2c(C(=O)NCc3ccccc3CN(C)C)cc(C3CC3)nc21 | -4.5% | -5.1% | 7.8% | -19.0 | i | i | -24.3 | -1.0
CCOc1ccccc1NC(=O)c1ccccc1NS(C)(=O)=O | 8.7% | -1.9% | -0.2% | -7.0 | i | i | 6.2 | -3.8
COC(=O)[C@]12CCCCC=C1N(Cc1ccc(Cl)cc1Cl)C(=O)[C@H](CC(=O)NCCC(C)C)C2 | -0.6% | nt | 4.9% | -4.9 | i | -34.4%[inhibitor] | 6.9 | -4.6
CCOC(=O)N/N=C\c1ccc([N+](=O)[O-])s1 | 1.2% | -0.3% | 13.7% | -3.1 | i | -23.6% | 0.0 | -4.3
COc1ccccc1CC(=O)Nc1ccccc1C(=O)O | 21.9% | 3.2% | 5.1% | 13.0 | i | -16.4% | 16.5 | 2.9
O=C(O)c1ccc2c(=O)n3c(nc2c1)/C(=C/c1ccc(Cl)cc1Cl)CC3 | -5.2% | 1.4% | 2.3% | 3.9 | i | -1.4% | 17.7 | 0.6
CCOC(=O)c1c(NC(=O)c2ccc(-n3cnnn3)cc2)sc2c1CCCC2 | ? | -0.3% | -5.8% | 20.7 | i | i | 21.7 | 1.0
Cc1ccc2oc(C(=O)N(Cc3ccc(N(C)C)cc3)C3CCS(=O)(=O)C3)c(C)c2c1 (configuration not stated) | -4.8% | -0.5% | 5.7% | 15.5 | i | -17.6% | 18.0 | -1.4
CCN1C(=S)N[C@@H](c2ccccc2)C(C(=O)OC)=C1C | -24.3% | ? | 6.0% | -8.7 | i | i | -1.1 | -0.2
CNc1c([N+](=O)[O-])cnn1-c1ccc(Cl)cc1Cl | -6.3%[57.1 µM] | -0.4% | 1.8% | -1.4 | i | -18.8%[57.5 µM] | ? | -2.2
COc1ccc(CCNC(=O)CN2C(=O)c3ccccc3S2(=O)=O)cc1OC | 0.4% | -2.3% | -4.5% | 6.5 | i | -7.2%[57.5 µM] | 11.4 | -0.8
CN(C)c1ccc(C(C(=O)NC(C)(C)C)N(C(=O)c2csnn2)C2CC2)cc1 (configuration not stated) | 3.0% | -0.7% | 1.1% | 0.3 | i | -10.7%[57.5 µM] | -7.9 | -1.9
CCOC(=O)c1c(C)[nH]c(C(=O)OC(C)C(=O)Nc2ccc(C)cc2)c1C (configuration not stated) | -0.9% | nt | -4.0% | 0.4 | i | i | 25.5 | -2.9
CCC(C(=O)Nc1cc(C)on1)c1ccccc1 (configuration not stated) | 2.8% | 0.3% | -10.6% | -3.8 | i | -7.1% | -3.6 | -0.1
CN(Cc1ccccc1F)C(=O)c1sccc1-c1ccccc1 | ? | 0.7% | 13.1% | 0.2 | i | -5.1% | 6.4 | -1.9
CCOC(=O)C1(C)CCN1C(=O)c1ccccc1C(F)(F)F (configuration not stated) | 3.1% | nt | 6.9% | 8.4 | i | -8.1% | 59.7 | -0.4
CC1(C(=O)Nc2ccc(F)c(Cl)c2)Cc2c(-c3cccc(C(F)(F)F)c3)ccnc2O1 (configuration not stated) | -8.0% | nt | 7.2% | 9.9 | i | -15.6% | -6.7 | 2.1
O=C(N/N=C/c1ccc([N+](=O)[O-])cc1)c1ccc2nc[nH]c2c1 | -1.8% | 0.9% | 1.9% | 0.5 | i | -8.9%[57.5 µM] | 14.2 | -2.7
Cc1nn(CC(O)COc2ccc3c(c2)CCC3)c(C)c1C (configuration not stated) | -2.5% | 0.8% | -7.4% | 1.7 | i | -28.3% | 2.3 | 0.2
CCOC(=O)c1[nH]c2ccc(OC)cc2c1C | -4.8% | -0.7% | 5.4% | -2.1 | i | -35.8%[inhibitor] | 68.2 | 2.0
O=C1CCCC2=C1C(c1ccccc1)C1C(=O)c3ccccc3C1=N2 (configuration not stated) | 1.4% | -0.9% | -26.1% | -5.7 | i | -39.7% | -9.9 | -6.9
O=C(CSc1ccc(-c2ccccn2)nn1)NC1CCCC1 | 5.0% | -0.7% | 4.4% | 4.0 | i | -4.0% | 4.9 | -0.4
Cc1cc(C)cc(OCC(=O)N/N=C\c2cn(C)nc2C)c1 | -3.6% | -4.1% | 2.1% | -13.5 | i | i | -4.9 | -1.7
COc1ccc(C(=O)N/C(=C\c2cccc3ccccc23)C(=O)N2CCN(C)CC2)cc1 | -1.4% | -2.7% | 7.5% | -16.6 | i | 42.8% | -21.0 | -0.8
Cc1nc2ncnn2c(C)c1CCC(=O)Nc1ccc(S(=O)(=O)N2CCCCCC2)cc1 | -0.9% | 2.0% | 8.0% | -2.0 | i | i | -14.4 | -0.2
CCOCCCn1c(=S)[nH]c2cc(C(=O)NCCCN(CC)CC)ccc2c1=O | -11.6% | 1.3% | 0.8% | 2.8 | i | -4.0% | 16.2 | -3.6
CC1(C)CC2CC(C)(CN2C(=O)COC(=O)c2cccc(O)c2)C1 (configuration not stated) | -1.0% | -0.4% | 10.9% | 0.2 | i | ? | ? | -1.2
CN(C)Cc1cc2ccccc2c2c1COC2 | 3.6% | 1.0% | 12.3% | -20.8 | i | -10.8% | ? | 0.1
NC(=O)C1CCN(C(=O)CC(c2ccccc2)c2ccccc2)CC1 | -10.1% | 0.4% | -0.2% | 3.8 | i | i | 2.7 | 0.5
CSCCC(NS(=O)(=O)c1ccccc1)C(=O)OC(C)C(=O)Nc1ccc(Cl)cn1 (configuration not stated) | 6.3% | 1.2% | 12.4% | -17.1 | i | -52.7%[inhibitor] | -2.0 | 1.0
O=[N+]([O-])c1ccc(S(=O)(=O)Nc2nc(-c3ccccc3)cs2)cc1 | ? | 3.6% | 0.8% | -3.8 | i | -79.7%[inhibitor] | -21.0 | -2.5
O=C(NCc1ccccc1)c1ccc2nnsc2c1 | 3.4% | 0.6% | -5.5% | -7.1 | i | -1.6% | 5.6 | -1.1
CN(C)c1ccc(NC(=O)C2CCCN(S(=O)(=O)c3ccccc3)C2)cc1 (configuration not stated) | -5.2% | -0.2% | -3.0% | 6.6 | i | -13.5% | 14.9 | 2.7
CC1(C(=O)O)CCC(C(=O)N2CCCCC2)C1(C)C (configuration not stated) | 9.5% | 1.8% | 4.3% | 3.8 | i | i | 14.7 | 0.0
Cc1cccc(C(=O)OCC(=O)N(CC(C)C)c2c(N)n(Cc3ccccc3)c(=O)[nH]c2=O)c1C | 4.9% | 0.4% | -3.2% | 2.3 | i | -1.7% | -3.0 | -0.4
O=C(NCc1ccco1)C1CCN(C(=O)c2cc3sccc3n2Cc2ccc(F)cc2)CC1 | 2.1% | -1.6% | 13.2% | 11.8 | i | -33.3%[inhibitor] | 3.2 | 1.6
C#CCOC(=O)/C(=C/c1ccc(F)cc1)NC(C)=O | -1.0% | 1.6% | 11.5% | 1.4 | i | i | 2.0 | -1.1
CC(C)Oc1ccc(CN2CCC(n3nccc3NC(=O)c3cccnc3)CC2)cc1 | -2.0% | -0.3% | 7.3% | -5.8 | i | -24.8% | -16.9 | -1.9
COc1ccc(C(=O)N2CCCCC2c2cc(C(=O)NCc3ccc(Cl)c(Cl)c3)no2)cc1 (configuration not stated) | -8.9% | nt | 13.0% | 4.1 | i | -10.8% | -0.9 | -1.5
CCn1cc(CNC(=O)c2cc(Cl)ccc2OC)c(C)n1 | 3.1% | -0.1% | 4.3% | -4.7 | i | 8.6%[57.5 µM] | 0.0 | -4.0

This is a subset; count on the stated rates, not on these rows.
